ZTA DNA inh – blocks Epstein-Barr virus ZTA, an EBNA-1 counter-screen. P03206. ZTA-DNA binding, fluorescence polarization. inhibition, % at 11 µM. 0.15% of 320,000 active; in the data active means inhibition above about 33%
LYPLA1 inh – LYPLA1 inhibitors, primary screen, counter-screen for PME1 inhibitor project, biochemical, fluorescence polarization, FP-Rh probe ABPP; Acyl-protein thioesterase 1 (Homo sapiens), O75608; recombinant LYPLA1; inhibition, % at 5.9 µM; 0.16% of 320,000 active;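 active means inhibition above the mean of all tested compounds plus 3 SD, set per campaign, cut at about 14% in these data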;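 further: inhibitors block serine hydrolase probe labeling of LYPLA1 so polarization falls; 0% = enzyme with DMSO and 100% = wells lacking LYPLA1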
PREPL inh – PREPL enzyme inhibitors, primary screen, biochemical, fluorescence polarization. inhibition, % at 5.96 µM. Prolyl endopeptidase-like (Homo sapiens), Q4J6C6. recombinant PREPL, fluorescence polarization activity-based probe. 0.68% of 320,000 active; in the data active means inhibition above about 43%;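 further: 0% = enzyme with DMSO and 100% = wells lacking enzyme; many of its hits are not listed in these tables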
Target sequence (Q4J6C6 whole entry, looked up): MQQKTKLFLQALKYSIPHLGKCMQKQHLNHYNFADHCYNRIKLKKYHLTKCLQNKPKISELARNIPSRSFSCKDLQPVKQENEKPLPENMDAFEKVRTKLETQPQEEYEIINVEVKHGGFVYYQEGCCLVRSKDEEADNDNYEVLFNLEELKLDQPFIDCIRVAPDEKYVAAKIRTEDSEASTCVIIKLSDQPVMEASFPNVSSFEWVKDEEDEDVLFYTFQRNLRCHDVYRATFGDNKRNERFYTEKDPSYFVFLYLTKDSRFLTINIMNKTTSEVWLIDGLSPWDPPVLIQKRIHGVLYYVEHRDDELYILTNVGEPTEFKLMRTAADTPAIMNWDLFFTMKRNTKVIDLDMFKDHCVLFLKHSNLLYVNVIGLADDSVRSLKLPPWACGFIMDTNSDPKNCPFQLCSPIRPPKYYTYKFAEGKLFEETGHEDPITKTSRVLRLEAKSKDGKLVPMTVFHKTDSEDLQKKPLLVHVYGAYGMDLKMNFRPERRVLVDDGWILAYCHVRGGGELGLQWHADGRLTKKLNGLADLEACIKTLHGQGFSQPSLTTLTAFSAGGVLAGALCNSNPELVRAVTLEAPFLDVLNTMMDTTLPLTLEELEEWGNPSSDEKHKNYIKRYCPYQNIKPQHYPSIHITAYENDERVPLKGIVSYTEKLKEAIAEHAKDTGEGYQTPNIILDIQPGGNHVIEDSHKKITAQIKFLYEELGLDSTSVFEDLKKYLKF
PAFAH2 inh – PAFAH2 enzyme inhibitors, primary screen, biochemical, fluorescence polarization, human; inhibition, % at 3.39 µM; AID 492956, 2010; recombinant PAFAH2, FP-rhodamine activity probe; 0.99% of 340,000 active;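 active means inhibition above the mean over all tested compounds plus 3 SD, cut at about 30% in these data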;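 further: inhibitors block probe labeling of enzyme so polarization drops; 0% = enzyme with DMSO and 100% = wells lacking PAFAH2 protein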
GSTO1 counter – inhibitors of recombinant GSTO1, primary screen, counter-screen for RBBP9 inhibitor project, biochemical, fluorescence polarization | Glutathione S-transferase omega-1 (Homo sapiens), P78417 | activity-based probe fluorescence polarization | inhibition, % at 5.96 µM | 1.1% of 300,000 active | AID 1974, 2009;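 active means inhibition above the campaign mean inhibition plus 3 SD, cut at about 35% in these data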;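 further: 0% = GSTO1-1 with DMSO and 100% = wells lacking GSTO1-1 enzyme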
LYPLA2 inh – LYPLA2 inhibitors, primary screen, counter-screen for PME1 inhibitor project, biochemical, fluorescence polarization, FP-Rh probe ABPP; recombinant LYPLA2; AID 2177, 2009; 0.38% of 320,000 active; Acyl-protein thioesterase 2 (Homo sapiens), O95372; inhibition, % at 5.9 µM;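 active means inhibition above the screen-wide mean plus 3 SD, limit set per campaign, cut at about 26% in these data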;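 further: 0% = LYPLA2 with DMSO and 100% = wells lacking LYPLA2 enzyme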
PAFAH1B3 FP inh – PAFAH1B3 enzyme inhibitors, primary screen, biochemical, fluorescence polarization, human; recombinant PAFAH1B3, FP-rhodamine probe; inhibition, % at 3.39 µM; 0.28% of 340,000 active; AID 492972, 2010;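 active means inhibition above the screen-wide average of all tested compounds plus 3 SD, cut at about 25% in these data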;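 further: 0% = enzyme with DMSO only and 100% = wells lacking PAFAH1B3 protein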
PAD4 inh – human PAD4 inhibitors, primary screen, biochemical, fluorescence polarization, 1536-well format; recombinant PAD4, RCA probe fluorescence polarization; 0.41% of 330,000 active; inhibition, % at 6.36 µM; Protein-arginine deiminase type-4 (Homo sapiens), Q9UM07; AID 485272, 2010;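 active means percent inhibition above a cutoff equal to the mean of all tested compounds plus 3 SD, cut at about 15% in these data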;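 further: 0% = PAD4 with RCA probe and DMSO and 100% = probe without PAD4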
EBNA-1 inh – EBNA-1 DNA-binding inhibitors, primary screen, biochemical, fluorescence polarization | inhibition, % at 14.8 µM | 0.34% of 300,000 active; in the data active means inhibition above about 28%
* = called active by the depositor; . = not tested or not shown.

Structure	ZTA DNA inh	LYPLA1 inh	PREPL inh	PAFAH2 inh	GSTO1 counter	LYPLA2 inh	PAFAH1B3 FP inh	PAD4 inh	EBNA-1 inh
N#CC1=C(N)SC(N)=C(C#N)C1c1cccc(O)c1	-11	-13	16	-5	1	-14	7	-11	-10
Cc1csc2sc(-c3ccnc(SCC(=O)NCc4ccccc4)n3)c(C)c12	7	-12	-30	1	-12	-20	3	-4	2
COc1cc(OC)cc(-c2nnc(NC(=O)CCS(=O)(=O)c3ccc(F)cc3)o2)c1	-21	0	3	3	8	0	1	-1	-4
Cc1nnc2sc(SCc3ccccc3Cl)nn2c1=O	-14	1	-5	8	12	1	15	-4	4
OC(COc1ccc2c(c1)OCO2)CN1CCN(c2ccc(F)cc2)CC1 (stereo not drawn)	19	-2	12	4	2	8	6	2	5
CN1C(=O)C(C)(C)c2cc(S(=O)(=O)NCCc3ccc(Cl)cc3)ccc21	-11	3	-41	5	15	7	3	-1	-4
CN(CC(=O)N1CCCC1)S(=O)(=O)c1ccc2ccccc2c1	-12	3	5	6	-3	7	3	-10	0
CS(=O)(=O)Oc1ccc(/C=C2\C(=N)N3N=C(CC(=O)N4CCOCC4)SC3=NC2=O)cc1Cl	1	4	19	11	5	7	4	8	-12
Cc1sc(NC(=O)c2cc(-c3ccccc3)nc3ccccc23)c(C(N)=O)c1C	6	-20	-5	3	0	-27	-1	-3	-11
CCOCCn1c(CN(Cc2ccccc2)Cc2ccccc2)nc2c1c(=O)n(C)c(=O)n2C	-2	-2	7	-3	21	-4	1	-11	4
CN(C)c1ccc(NC(=O)CSc2nc3c(c(=O)[nH]2)CCCC3)cc1	-4	1	9	-3	2	5	5	-10	-5
Cc1cc(C)c(-c2cc(C(=O)Nc3cc(C)ccc3C)[nH]n2)c(O)c1	18	-1	-1	3	3	1	17	-2	8
COc1cc(C)c(CN2CCN(c3ncccn3)CC2)cc1C	9	1	-1	.	-4	1	.	1	-3
CCn1cc(S(=O)(=O)CC(=O)NC2CCCCC2)c2ccccc21	-14	3	-1	-5	2	1	6	-1	-4
CCC(C)Sc1ccc(-c2nc3ccc(C)cn3c2NC2CCCCC2)cc1 (stereo not drawn)	-21	1	10	7	4	5	0	-2	-6
Cc1ccc(NC(=O)C(Cc2ccccc2)N2C(=O)C3C4CCC(C4)C3C2=O)cc1Cl (stereo not drawn)	-9	-29	-2	11	-5	-59	-7	4	4
COc1ccnc2c1c(=O)n(Cc1ccc(Cl)cc1)c(=O)n2C	2	2	-24	4	2	8	6	3	5
O=C(c1nc2ncccn2n1)N1CCc2ccccc2C1	3	1	7	2	3	-3	6	4	0
O=C(CCC(=O)Nc1ccccc1Cl)NNC(=O)C1CCCCC1	.	.	14	-1	.	.	1	2	.
CC(C)C(=O)Nc1cc2c3c(c1)CCC(=O)N3CCC2	-1	1	4	-12	0	3	2	-3	4
C#CCOC(=O)C1C2C=CC(C2)C1C(=O)O (stereo not drawn)	3	1	-1	-9	-1	-1	2	-4	-6
NC(=O)c1ccc(=O)n(Cc2ccc(Cl)cc2Cl)c1	5	-2	-17	-2	1	2	9	3	3
O=C(Nc1cc2c(cc1C(=O)O)OCCCO2)c1ccc(F)cc1F	-4	-2	-3	0	-13	2	8	-3	-15
O=C(CCCn1c(=S)[nH]c2cc3c(cc2c1=O)OCO3)N1CCN(c2ncccn2)CC1	-10	-4	-123	-1	8	-4	1	-3	-17
CN(CC(=O)Nc1ccc(Cl)c(C(F)(F)F)c1)C(=O)CCCNC(=O)c1ccc(Cl)cc1	5	-3	15	1	.	-4	3	-2	.
COCc1cc(C)nc(SCC(=O)Oc2ccccc2)c1C#N	7	-1	7	-2	7	-12	3	1	-8
Cc1cccc(C)c1NC(=O)Cn1nnc(-c2ccc(N3CCOCC3)cc2)n1	-14	-3	13	6	0	1	2	0	0
O=Cc1ccc(Oc2ccc(F)cc2)nc1	-15	1	-4	-7	12	4	12	1	-9
COc1ccc(C(=O)NC(=S)N(C)Cc2ccccc2)cc1Br	4	0	-12	-6	-9	-2	8	-3	45*
CC(C)c1nnc(NC(=O)C2CCCN2C(=O)Nc2cccc(Cl)c2)s1 (stereo not drawn)	-9	1	-11	-2	-4	-8	3	-2	-6
CC(=O)Nc1ccc(NC(=O)c2ccccc2CC[N+](=O)[O-])cc1	-2	-3	-13	-2	-1	-3	4	-2	7
COc1ccc(CC(=O)OCC(=O)Nc2ncc(Cl)cc2Cl)cc1OC	12	-1	0	0	1	-1	3	3	1
O=C(CN1C(=O)NC2(CCc3ccccc32)C1=O)Nc1cccc(Cl)c1 (stereo not drawn)	.	.	8	3	.	.	11	-3	.
CCOc1ccc(/C=N/NC2=NCCCCC2)cc1	-4	1	-6	-1	0	8	-2	2	-8
Cc1c(Cl)cccc1NC(=S)Nc1ccc(S(=O)(=O)Nc2ncccn2)cc1	.	.	11	4	.	.	-2	0	.
CC(=O)Nc1sc(N/N=C\c2ccco2)nc1-c1cccs1	19	-1	16	-1	2	-6	11	-6	0
CCN(CC)S(=O)(=O)c1ccc(Cl)c(C(=O)NC2CCN(Cc3ccccc3)CC2)c1	4	-1	-6	6	-6	1	-4	1	-7
Cc1ccc(C(=O)CN(C(=O)c2ccc(Cl)c(Cl)c2)N2C(=O)C3CCCCC3C2=O)cc1C (stereo not drawn)	-10	3	-3	11	8	1	6	-6	0
O=C(NCc1ccccc1)c1ccc(CS(=O)(=O)c2ccccc2)o1	-7	-3	8	12	9	-1	6	-4	-3
C1=CCC(CN2CCNCC2)CC1 (stereo not drawn)	-8	2	-6	3	5	-1	3	-4	-8
O=C(NC(Cc1ccccc1)C(=O)Oc1ccc2c(C(F)(F)F)cc(=O)oc2c1)OCc1ccccc1 (stereo not drawn)	-2	7	-10	15	-10	4	-2	0	1
O=C(Nc1ccc(Cl)cn1)c1cccnc1	-16	-3	-2	-12	-1	-8	3	1	-5
Cc1cccc(NC(=O)CSc2nc(=O)n(CCCN3CCOCC3)c3c2CCCC3)c1	-4	-2	2	2	0	0	2	0	-4
CCCc1ccccc1OCCNC(C)=O	-10	0	-14	10	-2	6	4	-8	-21
Cc1ccc(C(=O)C(C)OC(=O)CNS(=O)(=O)c2ccc(C)cc2)cc1 (stereo not drawn)	13	2	-4	-2	.	6	0	1	.
CCOc1ccccc1NC(=O)N1CCC(C(=O)c2ccc(F)cc2)CC1	10	-3	-8	-2	-9	0	17	-4	2
Cc1ccc(/C=C2\SC(=S)N(C3CCS(=O)(=O)C3)C2=O)cc1 (stereo not drawn)	-8	-1	8	6	9	-5	-7	-5	-5
COc1ccc(CNC(=O)COC(=O)CC2CCCC2)cc1	-5	0	10	-4	2	1	5	0	-3
NC(=O)c1cccc(CC(=O)c2ccccc2)c1	-4	3	0	-6	-3	1	-1	2	6
CC(OC(=O)c1cccc(-n2cnnn2)c1)C(=O)Nc1ccc(N(C)C)cc1 (stereo not drawn)	-4	3	10	2	1	5	-2	1	0
CNS(=O)(=O)c1ccc2nc(NC(=O)c3ccc(N4C(=O)CCC4=O)cc3)sc2c1	3	-6	-3	7	-34	12	6	7	17
Cc1c(C(=O)N2CCc3ccccc3C2)sc2nc(-c3ccccc3)cn12	-12	-3	-24	2	-6	-2	7	-9	-1
C=CCn1c2[n+](c3ccccc3c1=O)CCCCC2	-5	6	5	-1	-1	3	5	-7	0
Cc1ccc(CNC(=O)CCC2CCCN(C(=O)CCC(F)(F)F)C2)o1 (stereo not drawn)	-3	1	5	10	-2	-1	-2	1	-14
O=C(CN1C(=O)S/C(=C\c2cc(Cl)c(O)c(Cl)c2)C1=O)Nc1ccccc1	-4	7	6	12	27	92*	15	2	-7
O=C(Nc1ccccc1)N1CCCC(c2nc(-c3ccc(F)cc3)no2)C1 (stereo not drawn)	-16	1	7	-4	5	7	6	-1	5
COc1cc(NC(=O)c2cccc(F)c2)cc(OC)c1OC	-11	0	12	4	0	-10	1	-2	-13
CC(=O)N1c2ccccc2-c2nc3ccccc3n2C1C (stereo not drawn)	3	-2	-4	0	2	-8	10	-5	10
Cc1cccc(Cn2c(SCC(=O)Nc3ccccc3)nc3c2c(=O)[nH]c(=O)n3C)c1	8	0	-11	3	-3	3	-2	3	-10
COc1ccc(NC(=O)/C(C#N)=C/c2ccc3c(c2)n(C)c(=O)n3C)cc1	0	-10	3	-3	-2	-5	-4	-9	-1

Additional results.
Structure	ZTA DNA inh	LYPLA1 inh	PREPL inh	PAFAH2 inh	GSTO1 counter	LYPLA2 inh	PAFAH1B3 FP inh	PAD4 inh	EBNA-1 inh
O=c1[nH]c(CSc2nc3ccccc3s2)nc2cc(Cl)ccc12	-3	-13	-11	.	-26	-15	.	-17	-8
S=C(Nc1ccccc1)N1CCN(C/C=C/c2ccccc2)CC1	3	1	10	5	6	5	4	-3	10
O=C1CCN(S(=O)(=O)c2ccccc2)CCN1CCOCc1ccc(Cl)cc1	-8	0	-7	-3	2	4	6	6	-3
CN(CCc1ccccn1)C(=O)c1cccnc1Oc1ccc(Cl)cc1	-2	-3	-9	0	3	0	3	3	8
CC1CN(C(=O)c2ccc(S(=O)(=O)Nc3ccccc3F)cc2)CC(C)O1 (stereo not drawn)	-8	2	9	3	-3	-1	-3	4	0

An excerpt, so the mix of outcomes need not match the whole.
